PHOSPHO1 inh = PHOSPHO1 (human) inhibition. inhibition, % at 13.3 µM. actives 1.1% (n = 290,000). recombinant PHOSPHO1, absorbance phosphatase assay. Q8TCT1; in the data active = inhibition above about 60%
Target sequence (Q8TCT1 whole entry, looked up): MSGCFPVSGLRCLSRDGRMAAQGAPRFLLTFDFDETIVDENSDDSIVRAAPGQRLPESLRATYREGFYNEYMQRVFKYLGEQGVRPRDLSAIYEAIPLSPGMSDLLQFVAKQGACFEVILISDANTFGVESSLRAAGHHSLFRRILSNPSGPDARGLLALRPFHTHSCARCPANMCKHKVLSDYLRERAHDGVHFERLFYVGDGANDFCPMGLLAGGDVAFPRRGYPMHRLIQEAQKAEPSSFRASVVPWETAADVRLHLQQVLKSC
VIM-2 inh = blocks Pseudomonas aeruginosa VIM-2 metallo-beta-lactamase. AID 1527. actives 0.89% (n = 290,000). purified VIM-2, nitrocefin hydrolysis, epi-absorbance fluorescence. inhibition, % at 5.6 µM;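 active = inhibition above the mean of all tested compounds plus 3 SD, cutoff set per screening run, cut at about 7.5% in these data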;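 also: red hydrolysis product quenches plate fluorescence so inhibitors raise well fluorescence; 0% = enzyme with DMSO and 100% = DMSO without enzyme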
GPR7 antagonist = blocks human GPR7 receptor signaling; P48145; GPR7-expressing cells, fluorescence antagonist assay; inhibition, % at 4.4 µM; actives 1.1% (n = 290,000); AID 1861; in the data active = inhibition above about 16%, passing the limit was not always enough;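 also: cells stimulated with the agonist NPW; 0% = agonist with vehicle and 100% = vehicle without agonist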
Target sequence (P48145 whole entry, looked up): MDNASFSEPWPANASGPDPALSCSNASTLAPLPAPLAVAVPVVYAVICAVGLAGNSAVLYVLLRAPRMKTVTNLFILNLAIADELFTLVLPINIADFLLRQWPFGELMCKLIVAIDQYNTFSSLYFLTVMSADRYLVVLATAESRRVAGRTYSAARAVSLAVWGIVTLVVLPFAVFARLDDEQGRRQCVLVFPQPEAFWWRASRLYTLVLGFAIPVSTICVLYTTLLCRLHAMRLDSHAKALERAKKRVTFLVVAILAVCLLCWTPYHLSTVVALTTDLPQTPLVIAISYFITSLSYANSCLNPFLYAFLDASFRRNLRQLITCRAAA
PfM18AAP inh = PfM18AAP enzyme inhibition | recombinant PfM18AAP, H-Glu-NHMec fluorogenic cleavage | inhibition, % at 7.35 µM | actives 1.2% (n = 290,000) | AID 1822;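 active = inhibition above the campaign mean inhibition over all tested compounds plus 3 SD, cut at about 28% in these data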;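 also: 0% = plate median of test compound wells and 100% = 2 mM ZnCl2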
IMP-1 inh = blocks Pseudomonas aeruginosa IMP-1 metallo-beta-lactamase. purified IMP-1, nitrocefin hydrolysis, epi-absorbance fluorescence. inhibition, % at 5.6 µM. actives 0.45% (n = 290,000);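 active = inhibition above the mean plus 3 SD of all compounds in the same screening run, cut at about 4.5% in these data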;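 also: 0% = IMP-1 with DMSO and 100% = DMSO wells lacking enzyme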
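System – purified recombinant IMP-1 beta-lactamase · Input – IMP-1 dispensed at 0.2 nM · Timing – 15 min preincubation plus 25 min reaction at 25 °C · Signal – Epi-absorbance fluorescence, 480 nm excitation, 530 nm emission · Measure – percent IMP-1 inhibition derived from blank-referenced optical density · Controls – Enzyme-plus-DMSO low control, enzyme-free DMSO high control · Replication – singlicate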
IDE cell activ = IDE (human) activation, cell-based; actives 0.073% (n = 340,000); HEK cells, FAbeta-B cleavage, fluorescence polarization; 0% vehicle, 100% cell-free pure enzyme wells; AID 493087; activation, % at 5.96 µM;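 active = activation above the mean of all tested compounds plus 3 SD, set per screening campaign, cut at about 17% in these data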
IDE cell inh = inhibits human insulin-degrading enzyme in HEK cells | actives 0.41% (n = 320,000) | inhibition, % at 5.59 µM | P14735 | FAbetaB cleavage, fluorescence polarization;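 active = percent inhibition above the average of all tested compounds plus 3 SD, set per screening campaign, cut at about 16% in these data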;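 also: IDE supplied by intact live HEK cells; FP after avidin binding of uncleaved biotin substrate so inhibition keeps polarization high; 0% = DMSO wells and 100% = 60 µM reference IDE inhibitor Ii1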
NALP1 yeast inh = NALP1 inhibition; actives 0.61% (n = 280,000); AID 2071; S. cerevisiae NALP1/ASC/caspase-1 growth, X-gal OD620, 72 h; inhibition, % at 10 µM; in the data active = inhibition mostly above about 24%, no sharp cut-off; inactive = mostly below about 32%; also: some compounds called inactive have numbers as strong as hits
p-CIP stab down = lowers stability of the mouse p/CIP coactivator protein; Q05BA5; F442A p/CIP-EGFP cells, EGFP fluorescence, 16 h; decrease of EGFP signal, % at 10 µM; actives 0.01% (n = 290,000);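 active = EGFP signal decrease of at least 30% at 10 µM or well 3 SD below plate mean, unless failing retest; inactive = the rest, including hits failing retest or dose response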; also: some compounds called inactive have numbers as strong as hits; many of its hits are not listed in these tables
An asterisk follows results filed as active.

`CCOc1ccc(NC(=O)Nc2cnccn2)cc1` gave PHOSPHO1 inh -10, VIM-2 inh -1.0, GPR7 antagonist -11, PfM18AAP inh 7, IMP-1 inh -3.7, IDE cell activ -2, IDE cell inh 2, NALP1 yeast inh 12 and p-CIP stab down -1.
For Cc1noc(C)c1C(=O)N1CCC(CO)(Cc2ccccc2)CC1 the results were PHOSPHO1 inh 32, VIM-2 inh -0.3, GPR7 antagonist 3, PfM18AAP inh 0, IMP-1 inh -1.4, IDE cell activ 4, IDE cell inh 3, NALP1 yeast inh 0 and p-CIP stab down -5.
`CC(C)Cn1c(NCCO)nc2ccccc21` gave PHOSPHO1 inh 4, VIM-2 inh -5.7, GPR7 antagonist 22, PfM18AAP inh 1, IMP-1 inh -3.6, IDE cell activ 0, IDE cell inh 9, NALP1 yeast inh 10 and p-CIP stab down -1.
For CN(C)c1ccc2c3c(ccc(N(C)C)c13)COC2 the results were PHOSPHO1 inh 50, VIM-2 inh -1.1, GPR7 antagonist -12, PfM18AAP inh 2, IMP-1 inh -2.5, IDE cell activ 0, IDE cell inh 4, NALP1 yeast inh 20 and p-CIP stab down -4.
`COC(=O)c1ccccc1NC(=O)CSc1nnnn1CC(=O)O` gave PHOSPHO1 inh 32, VIM-2 inh -2.5, GPR7 antagonist -4, PfM18AAP inh -3, IMP-1 inh -0.5, IDE cell activ 5, IDE cell inh 7, NALP1 yeast inh 1 and p-CIP stab down -5.
For CC(C)Cc1nc2oc3c(N4CCN(CCO)CC4)ncnc3c2c2c1CCCC2 the results were PHOSPHO1 inh -3, VIM-2 inh 0.7, GPR7 antagonist -3, PfM18AAP inh 0, IMP-1 inh -2.5, IDE cell activ 2, IDE cell inh 8, NALP1 yeast inh 11 and p-CIP stab down 11.
`CCOC(=O)C1C2C=CC3(CN(CCc4ccccc4)C(=O)C13)O2` (stereo unspecified) gave PHOSPHO1 inh 8, VIM-2 inh -2.8, GPR7 antagonist -4, PfM18AAP inh -2, IMP-1 inh 1.5, IDE cell activ 1, IDE cell inh 8, NALP1 yeast inh 0 and p-CIP stab down -16.
Screening Cc1ccc2nc(-c3cccc(NC(=O)c4ccco4)c3)[nH]c2c1 returned PHOSPHO1 inh -3, VIM-2 inh -3.0, GPR7 antagonist 0, PfM18AAP inh -2, IMP-1 inh -1.6, IDE cell activ 1, IDE cell inh 10, NALP1 yeast inh 20 and p-CIP stab down -7.
Screening COc1cc(C(=O)NCC(=O)N/N=C/c2ccc(OC(=O)c3ccco3)cc2)cc(OC)c1OC returned PHOSPHO1 inh -12, VIM-2 inh -3.5, GPR7 antagonist 0, PfM18AAP inh -3, IMP-1 inh -2.2, IDE cell activ 1, IDE cell inh 3, NALP1 yeast inh -9 and p-CIP stab down 10.
For CC(C)(C)c1csc(NC(=O)c2c(F)c(F)c(F)c(F)c2F)n1 the results were VIM-2 inh -1.5, GPR7 antagonist -5, PfM18AAP inh 4, IMP-1 inh -2.5, IDE cell activ -4, IDE cell inh 2 and p-CIP stab down -6.
`O=C1c2ccccc2C(=O)N1CCCSc1nc2ccccc2o1` gave PHOSPHO1 inh -1, VIM-2 inh -4.7, GPR7 antagonist -8, PfM18AAP inh 3, IMP-1 inh -6.2, IDE cell activ 3, IDE cell inh -1, NALP1 yeast inh 7 and p-CIP stab down -24.
`Cc1cc(C(=O)OCC(=O)NC2CCCCC2)c(C)o1` gave PHOSPHO1 inh -5, VIM-2 inh -3.5, GPR7 antagonist -10, PfM18AAP inh -3, IMP-1 inh -3.8, IDE cell activ 2, IDE cell inh -2, NALP1 yeast inh 9 and p-CIP stab down -3.
Cc1cccc(OCCCN2CCCCCC2)c1 was read as PHOSPHO1 inh 7, VIM-2 inh -1.8, GPR7 antagonist -5, PfM18AAP inh 8, IMP-1 inh -0.6, IDE cell activ 3, IDE cell inh 4, NALP1 yeast inh 8 and p-CIP stab down -12.
Screening CCN(CC)C(=O)/C(=C\c1ccc2c(c1)OCO2)NC(=O)c1ccc(Br)cc1 returned PHOSPHO1 inh 16, VIM-2 inh -0.7, GPR7 antagonist -9, PfM18AAP inh 1, IMP-1 inh -1.6, IDE cell activ 7, IDE cell inh -3, NALP1 yeast inh -6 and p-CIP stab down -6.
Screening COCc1cc(C)nc(N)c1C#N returned PHOSPHO1 inh 7, IDE cell activ 0, IDE cell inh -3, NALP1 yeast inh 0 and p-CIP stab down 0.
For COc1ccc(N2CCN(C(=O)c3oc4ccccc4c3C)CC2)cc1 the results were PHOSPHO1 inh 12, VIM-2 inh -2.3, GPR7 antagonist -3, PfM18AAP inh 2, IMP-1 inh -1.9, IDE cell activ -5, IDE cell inh -3, NALP1 yeast inh 14 and p-CIP stab down 4.
Screening COCCCNC(=O)CN(c1cc(OC)ccc1OC)S(=O)(=O)c1ccccc1 returned PHOSPHO1 inh 5, VIM-2 inh -3.0, GPR7 antagonist -1, PfM18AAP inh -1, IMP-1 inh -3.0, IDE cell activ 2, IDE cell inh 7, NALP1 yeast inh -10 and p-CIP stab down 0.
Screening COc1ccc(C(CNCC(O)COc2c(C)ccc(C)c2C)N(C)C)cc1 (stereo unspecified) returned PHOSPHO1 inh -12, VIM-2 inh -4.1, GPR7 antagonist 8, PfM18AAP inh 1, IMP-1 inh -3.2, IDE cell activ 1, IDE cell inh 0, NALP1 yeast inh 3 and p-CIP stab down 8.
CC(=O)c1cc2c(cc1N)OCO2 was read as PHOSPHO1 inh 9, VIM-2 inh -0.5, GPR7 antagonist -5, PfM18AAP inh 8, IMP-1 inh -1.2, IDE cell activ 5, IDE cell inh 3, NALP1 yeast inh 2 and p-CIP stab down -9.
`COc1cc(/C=N/Nc2cc(C)nc(NS(=O)(=O)c3ccc(C)cc3)n2)ccc1O` gave PHOSPHO1 inh -9, VIM-2 inh -1.8, GPR7 antagonist -11, PfM18AAP inh 30*, IMP-1 inh -1.6, IDE cell activ 4, NALP1 yeast inh 6 and p-CIP stab down 0.
`O=C(CN1C(=O)NC2(CCCCC2)C1=O)Nc1ccccc1Cl` gave PHOSPHO1 inh 5, VIM-2 inh -4.0, GPR7 antagonist 3, PfM18AAP inh -3, IMP-1 inh -2.9, IDE cell activ -1, IDE cell inh -1, NALP1 yeast inh 5 and p-CIP stab down -5.
For Cc1cc(N2C3CCC2CC(O)(c2ccc(F)cc2)C3)nc(-c2ccccc2)n1 (stereo unspecified) the results were PHOSPHO1 inh -14, VIM-2 inh -2.1, GPR7 antagonist 0, PfM18AAP inh 3, IMP-1 inh -3.0, IDE cell activ -1, IDE cell inh 4, NALP1 yeast inh 19 and p-CIP stab down -8.
For Cc1nc2c(C)cccc2c(SC(=N)N)c1CC=C(Cl)Cl the results were PHOSPHO1 inh 30, VIM-2 inh -1.9, GPR7 antagonist -12, PfM18AAP inh -4, IMP-1 inh -2.8, IDE cell activ 6, IDE cell inh -2, NALP1 yeast inh -11 and p-CIP stab down -12.
Screening COc1cc2[nH]c(C(=O)N3CCc4ccccc4C3)cc2c(OC)c1OC returned PHOSPHO1 inh 58, VIM-2 inh -0.3, GPR7 antagonist -9, PfM18AAP inh 6, IMP-1 inh -0.3, IDE cell activ 3, IDE cell inh 3, NALP1 yeast inh 25 and p-CIP stab down -4.
`N=c1n(CCN2CCOCC2)c2ccccc2n1Cc1ccccc1Br` gave PHOSPHO1 inh 24, VIM-2 inh -3.5, GPR7 antagonist -1, PfM18AAP inh 1, IMP-1 inh -3.9, IDE cell activ 3, IDE cell inh 0, NALP1 yeast inh 13 and p-CIP stab down 16.
Cc1nc(Nc2nc(CSc3ccc(Cl)cc3)cc(=O)[nH]2)nc2ccccc12 was read as PHOSPHO1 inh -14, VIM-2 inh -1.5, GPR7 antagonist -7, PfM18AAP inh -1, IMP-1 inh -2.2, IDE cell activ -5, IDE cell inh 5, NALP1 yeast inh 27 and p-CIP stab down -16.
O=C(Nc1ncc([N+](=O)[O-])s1)c1cccc([N+](=O)[O-])c1 was read as PHOSPHO1 inh 44, VIM-2 inh -1.9, GPR7 antagonist -8, PfM18AAP inh 3, IMP-1 inh -3.7, IDE cell activ 4, IDE cell inh 3, NALP1 yeast inh -7 and p-CIP stab down -14.
`CC1Cc2ccccc2N1S(=O)(=O)c1ccc(Cl)nc1` (stereo unspecified) gave PHOSPHO1 inh -1, VIM-2 inh -0.6, GPR7 antagonist -14, PfM18AAP inh -10, IMP-1 inh 0.9, IDE cell activ 1, IDE cell inh 1, NALP1 yeast inh -6 and p-CIP stab down -14.
Screening COc1cccc(C2C3=C(N=c4s/c(=C\c5cccc(O)c5)c(=O)n42)c2ccccc2CC3)c1OC (stereo unspecified) returned PHOSPHO1 inh -8, VIM-2 inh -2.5, GPR7 antagonist 1, PfM18AAP inh 22, IMP-1 inh -3.5, IDE cell activ 7, IDE cell inh 2, NALP1 yeast inh 14 and p-CIP stab down -2.
For CNC(=O)c1c[nH]c2ccc(S(=O)(=O)Nc3cccc(SC)c3)cc2c1=O the results were PHOSPHO1 inh 15, VIM-2 inh 0.2, GPR7 antagonist 6, PfM18AAP inh -9, IMP-1 inh -1.0, IDE cell activ -4, NALP1 yeast inh 16 and p-CIP stab down 7.
COc1ccc(N(CC(=O)NCCSC2CCCCC2)S(=O)(=O)c2ccccc2)cc1OC was read as PHOSPHO1 inh 38, VIM-2 inh -0.2, GPR7 antagonist -7, PfM18AAP inh -13, IMP-1 inh -0.2, IDE cell activ -2, IDE cell inh 0, NALP1 yeast inh 18 and p-CIP stab down -8.
CCC(N1CCOC1=O)S(=O)(=O)c1ccc(C)cc1 (stereo unspecified) was read as PHOSPHO1 inh 93*, VIM-2 inh -1.6, GPR7 antagonist -4, PfM18AAP inh -2, IMP-1 inh -5.7, IDE cell activ -2, IDE cell inh 4, NALP1 yeast inh -1 and p-CIP stab down -2.
COc1ccc(Oc2ncc(CN3CCN(c4ccccc4)CC3)s2)cc1 was read as PHOSPHO1 inh 11, VIM-2 inh -2.5, GPR7 antagonist 0, PfM18AAP inh 2, IMP-1 inh -0.6, IDE cell activ 0, IDE cell inh 0, NALP1 yeast inh -6 and p-CIP stab down -4.
O=C(Nc1nc2c(c(=O)[nH]1)CCCC2)C1CC1 was read as PHOSPHO1 inh -12, VIM-2 inh -2.9, GPR7 antagonist -7, PfM18AAP inh 0, IMP-1 inh -3.0, IDE cell activ -2, IDE cell inh -5, NALP1 yeast inh 51 and p-CIP stab down 3.
COC(=O)CC1C(=O)NCCN1C(=O)CSc1nnnn1-c1ccc(Cl)cc1 (stereo unspecified) was read as PHOSPHO1 inh -12, VIM-2 inh -0.5, GPR7 antagonist 6, PfM18AAP inh -1, IMP-1 inh -0.8, IDE cell activ 1, IDE cell inh 5, NALP1 yeast inh 9 and p-CIP stab down 10.
`O=C(CNC(=O)c1ccccc1)N/N=C/C=C/c1ccccc1` gave PHOSPHO1 inh 2, VIM-2 inh -4.2, GPR7 antagonist -20, PfM18AAP inh 7, IMP-1 inh -0.9, IDE cell activ -3, IDE cell inh 1, NALP1 yeast inh 1 and p-CIP stab down -12.
O=C(CCc1ccccc1Cl)Nc1cccc(S(=O)(=O)N2CCCC2)c1 was read as PHOSPHO1 inh 43, VIM-2 inh -2.2, GPR7 antagonist -13, PfM18AAP inh 1, IMP-1 inh -1.5, IDE cell activ 5, IDE cell inh -2, NALP1 yeast inh 3 and p-CIP stab down 0.

Screens: PubChem BioAssay, several laboratories
